TRb-SRC2 inh: inhibitors of human thyroid hormone receptor beta-SRC2 interaction; P10828; TRbeta-SRC2 peptide binding, fluorescence polarization; receptor liganded with 1 µM T3; AID 1469; hit rate 0.065% among 280,000; Potency, µM (highest dose often 106 µM), inactives show top-dose activity change, negative = inhibition, usual class: inhibitors;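 note: plate controls were bound peptide for no effect and peptide without receptor for full effect; nearly all actives have a fitted effect of over 50% in size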
Target sequence (P10828 whole entry, looked up): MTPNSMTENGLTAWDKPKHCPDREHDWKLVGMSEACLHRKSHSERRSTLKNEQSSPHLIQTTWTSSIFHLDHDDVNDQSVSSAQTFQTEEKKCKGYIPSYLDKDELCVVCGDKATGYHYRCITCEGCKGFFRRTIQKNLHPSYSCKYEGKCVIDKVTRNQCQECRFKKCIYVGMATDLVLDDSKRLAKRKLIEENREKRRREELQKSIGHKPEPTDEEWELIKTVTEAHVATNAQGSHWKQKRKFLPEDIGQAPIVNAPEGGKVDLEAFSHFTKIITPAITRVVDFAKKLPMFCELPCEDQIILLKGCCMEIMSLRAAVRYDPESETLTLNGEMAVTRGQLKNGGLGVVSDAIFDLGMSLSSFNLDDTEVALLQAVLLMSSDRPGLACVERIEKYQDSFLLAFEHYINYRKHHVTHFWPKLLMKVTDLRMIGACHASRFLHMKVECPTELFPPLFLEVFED
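Compounds were added to 0.6 uM TRb ligand-binding domain and 20 nM Texas Red-labeled SRC2 peptide in Tris buffer containing 1 uM T3, incubated 5 hr at ambient temperature, then read by fluorescence polarization.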
HTT ATP protect: Huntington cell model cytoprotection by ATP luminescence; AID 1471; Potency, µM (doses to about 56.4 µM), for the others: cytoprotection (ATP increase), actives largely listed as activators; hit rate 0.14% among 230,000; PC12 HTT-Q103 induced, cytoprotection, ATP luminescence, 40 h;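 note: % of control where 0% means no effect; nearly all actives have a fitted effect of over 45% in size; toxic huntingtin expression switched on by the ecdysone agonist tebufenozide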
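PC12 cells stably carrying ecdysone-inducible Htt exon 1 (Q103)–GFP were induced with 100 nM tebufenozide (final) alongside library compounds in a dose series. Cytoprotection was scored as retained ATP by ATPlite luminescence.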
Tau fibril FP: inhibitors of human tau fibril formation; P10636; K18 P301L tau heparin fibrillization, Alexa594 FP, 6 h; Potency, µM (titrated, usually from 57.7 µM), inactives show at the top dose activity, negative = inhibition, most hits filed as inhibitors; hit rate 0.39% among 280,000; note: % is set by controls: 0 for no effect and ±100 for the full control effect; nearly all actives have a fitted effect of over 55% in size
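Steps: dispense K18 P301L tau (15 uM plus 0.24 uM Alexa 594 tracer, final) in pH 7 sodium acetate; add compound; add heparin (20 uM final); incubate 6 hr, 37 C; add ThT (30 uM final); after 1 hr ambient, read FP.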
RECQ1 helicase: blocks DNA unwinding by human RECQ1. hit rate 0.54% among 240,000. Potency, µM (series often up to 57.3 µM), for the others: at the highest dose activity, negative = inhibition, usual class: inhibitors. P46063. RECQ1 DNA unwinding, red fluorescence kinetic read;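 note: plate controls were vehicle for no effect and no enzyme for full effect; nearly all actives have a fitted effect of over 30% in size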
Target sequence (P46063 whole entry, looked up): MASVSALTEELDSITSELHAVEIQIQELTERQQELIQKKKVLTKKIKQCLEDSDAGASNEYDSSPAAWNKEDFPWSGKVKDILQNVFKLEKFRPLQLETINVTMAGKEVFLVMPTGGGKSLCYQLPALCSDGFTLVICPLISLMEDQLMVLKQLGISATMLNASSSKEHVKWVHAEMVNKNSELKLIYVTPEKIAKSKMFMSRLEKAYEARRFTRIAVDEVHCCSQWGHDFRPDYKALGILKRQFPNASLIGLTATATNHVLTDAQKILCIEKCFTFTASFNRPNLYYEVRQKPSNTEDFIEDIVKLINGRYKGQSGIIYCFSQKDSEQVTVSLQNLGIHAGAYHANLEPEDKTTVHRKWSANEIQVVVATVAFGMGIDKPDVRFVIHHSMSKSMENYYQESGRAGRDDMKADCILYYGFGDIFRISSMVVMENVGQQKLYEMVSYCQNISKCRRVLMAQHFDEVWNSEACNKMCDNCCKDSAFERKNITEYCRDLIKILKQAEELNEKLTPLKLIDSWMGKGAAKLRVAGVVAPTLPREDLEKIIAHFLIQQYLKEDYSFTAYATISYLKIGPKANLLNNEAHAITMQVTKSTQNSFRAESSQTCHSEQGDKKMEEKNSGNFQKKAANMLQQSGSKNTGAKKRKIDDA
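RECQ1T1 50 nM; forked duplex (20 bp + 30-nt ss tails) 200 nM, ATP 2 mM final; pH 8.0, 2 mM MgCl2, 2.5 ug/ml poly(dI-dC); 15 min compound preincubation; discontinuous kinetic read over 2 h at RT.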
L3MBTL1 inh: blocks human L3MBTL1; hit rate 0.66% among 230,000; Potency, µM (highest dose often 57.1 µM), without a hit: at the top dose activity, negative = inhibition, actives largely listed as inhibitors; AlphaScreen L3MBTL1–H3K9me1 peptide binding; Q9Y468; note: % is set by controls: 0 for no effect and ±100 for the full control effect; nearly all actives have a fitted effect of over 60% in size
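L3MBTL1 (50 nM) pre-complexed 30 min with biotinylated H3(1-15)K9me1 peptide (75 nM), then compounds added for 30 min at room temperature; AlphaScreen streptavidin donor/nickel chelate acceptor beads (10 ug/mL final) read after 30 min dark incubation.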
Tau fluor cs: counter-screen for tau fibril formation inhibitors | tau K18 P301L Alexa594 fluorescence, heparin fibrillization | Potency, µM (highest dose often 57.7 µM), inactives show at the highest dose activity change, negative = decrease | hit rate 0.93% among 280,000 | AID 1463; note: % is set by controls: 0 for no effect and ±100 for the full control effect; nearly all actives have a fitted effect of over 55% in size
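Human tau K18 P301L (15 uM unlabeled, 0.24 uM Alexa 594-labeled) in 100 mM sodium acetate pH 7 with 20 uM heparin, 6 hr at 37 C. ThT 30 uM added, 1 hr ambient; Alexa 594 FP and total fluorescence read at 555/632 nm.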
Tau fibril ThT: blocks human tau fibril formation measured by thioflavin T; hit rate 2.1% among 270,000; recombinant tau K18 P301L (four-repeat tau fragment), heparin-induced fibrillization, ThT fluorescence; Potency, µM (top dose mostly 57.4 µM), inactives show at the top dose activity, negative = inhibition, hits mostly inhibitors; AID 1460; note: % is set by controls: 0 for no effect and ±100 for the full control effect; nearly all actives have a fitted effect of over 55% in size
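Heparin-induced fibrillization of the P301L-mutant K18 repeat-domain fragment of human tau was followed by ThT binding in quantitative high-throughput format.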
TexasRed fluor: Texas Red fluorescence interference in TRb-SRC2 counter-screen. TRb/SRC2 Texas Red total fluorescence interference. Potency, µM (titrated, usually from 106 µM), inactives show at the top dose fluorescence change, negative = quenching. hit rate 0.29% among 280,000; active = well fitted curve in either direction with a large enough effect; inconclusive = small, poorly fitted or top-dose-only effect; note: % is set by controls: 0 for no effect and ±100 for the full control effect
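Human TRβ ligand-binding domain (0.6 uM) and Texas Red SRC2 peptide (20 nM) in Tris buffer with 1 uM T3 and 5% DMSO were incubated with pinned compound for 5 hr at ambient temperature. Total fluorescence was computed as S + 2P (555/632 nm).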
* marks the source's active call; other numbers are inactive results; i = inactive; ? = inconclusive; · = not tested or not shown; [ ] = another dose, or the depositor's remark. Unless noted, calls come from the whole dose curve; as a rule, active = well fitted curve in the direction sought with a large enough effect; inconclusive = small, poorly fitted or top-dose-only effect, or another doubt; inactive = no such curve, though single readings can be large; an effect the other way counts as inactive or inconclusive. Potency is the fitted concentration of half-maximal effect.

SMILES | TRb-SRC2 inh | HTT ATP protect | Tau fibril FP | RECQ1 helicase | L3MBTL1 inh | Tau fluor cs | Tau fibril ThT | TexasRed fluor
CCCCc1nnc(NC(=O)CSc2nc(O)c(Cc3ccccc3)c(=O)[nH]2)s1 | -2.0% | -13.1% | -5.4% | -1.4% | · | -12.2% | ? | -1.3%
O=c1onc2n1-c1cc(Br)ccc1OC2 | 6.1% | -9.7%[1.9 µM] | -7.9% | i | · | -10.5% | -17.0% | 0.5%
CCc1nc(N)c(C#N)c(-c2cccnc2)c1C | -15.3% | 0.2% | -0.3% | 21.8% | · | 3.7% | 1.7% | 1.7%
CC1(C)C(=O)C2C[C@]3(O)C4=CC(=O)OC(c5ccoc5)[C@]4(C)CCC3[C@](C)(C2=O)C1CC(=O)O (some centres undefined) | -4.8% | -39.8%[inhibitor] | 1.9% | -13.4% | · | -9.5% | -11.6% | -0.3%
CC(C)CCN1CCN(CC(c2ccccc2)c2ccccc2)CC1CCO (centres undefined) | 0.1% | -18.0%[10 µM] | -7.8% | -6.2% | 5.8% | -6.9% | -9.8% | -0.6%
CC1(C)N=C(N)N=C(N)N1c1cccc(C(=O)O)c1 | -1.0% | 17.3% | -1.7% | -11.3% | · | -8.8% | -3.8% | -1.6%
CCOC(=O)c1ccccc1NC(=O)CSc1cn(CC(=O)N2CCOCC2)c2ccccc12 | 2.1% | · | 0.9% | · | · | -2.3% | 1.3% | -3.0%
c1ccc2c(CSCCc3ccncc3)cccc2c1 | 7.5% | -2.7% | 7.7% | -0.5% | -23.9% | 0.9% | 1.1% | -1.1%
COc1cccc(-c2cc(C(F)(F)F)nc(N3CCCCC3)n2)c1 | 4.1% | -21.3% | -7.2% | -9.9% | 33.5%[activator] | -10.1% | -15.5% | 2.5%
COc1ccccc1OCCOc1ccc(/C=N/n2cnnc2)cc1 | -0.1% | -7.2% | 1.8% | -0.6% | · | -3.7% | -15.5% | 0.0%
O=C(NC(=S)Nc1ccc(S(=O)(=O)Nc2ncccn2)cc1)c1cccc(Br)c1 | -7.4% | -44.5%[10 µM] | 7.5% | i | 37.1%[activator] | 1.3% | 1.9% | 1.3%
CN(Cc1c(F)cccc1Cl)c1nnnn1-c1ccccc1 | -12.4% | 6.6%[10 µM] | ? | -6.0% | 2.1% | -13.7% | -21.4% | -1.7%
Clc1nc2ccccc2nc1Cl | -2.4% | 21.4% | · | -3.3% | · | · | · | -1.7%
CCCc1cc(C(=O)Nc2nnc(C)s2)cs1 | 1.4% | 12.0% | -0.1% | i | -0.3% | -3.5% | -11.0% | -2.8%
CN(C)CCCN=c1cc(-c2ccccc2)oc2ccc(Cl)cc12 | 5.7% | -36.4% | -14.5% | -14.2% | · | ? | ? | -1.3%
CC1CN=C(N(C(=S)Nc2ccccc2)c2cccc(C(F)(F)F)c2)S1 (centres undefined) | 5.9% | 17.2%[10 µM] | -2.3% | -4.7% | 3.1% | -12.0% | -7.0% | -3.6%
CCOC(=O)c1ccc(NS(=O)(=O)c2ccc3c(c2)CCN3C(=O)CC)cc1 | -7.3% | · | -8.0% | · | · | ? | -15.3% | -0.7%
CN(CCC(=O)Nc1ccc2c(c1)OCO2)Cc1ccccc1 | -2.8% | 6.3% | -7.3% | 2.6% | 10.0% | -11.8% | -12.3% | -0.7%
CCC1CSC(Nc2ccc(C(=O)/C=C/c3ccc(Oc4ccccc4)cc3)cc2)=N1 (centres undefined) | 3.8%[53 µM] | -11.0%[10 µM] | ? | -0.7% | -5.8% | -3.7% | ? | 0.1%[53 µM]
CC1CCC2(CC1)NC(=O)N(Cc1nnc(-c3cccs3)o1)C2=O (centres undefined) | 0.8% | ? | 7.6% | -3.7% | -3.2% | 6.3% | 9.4% | -1.9%
COCCNC(=S)Nc1ccc2[nH]c(=O)[nH]c2c1 | -2.5% | -14.7% | -13.2% | -11.4% | 0.1% | -20.6% | ? | -1.2%
OCC(O)CSc1nc(-c2ccccc2)nc2c1CCC2 (centres undefined) | 0.2% | 19.1%[10 µM] | -5.1% | -6.8% | -2.4% | -11.1% | -3.9% | 3.0%
O=C(COc1ccc(-c2ccccc2)cc1)N/N=C/c1cc(O)ccc1Br | 0.8% | -2.1%[10 µM] | ? | -16.9% | -7.5% | ? | ? | 0.4%
CC1CC(C)CN(Cc2nc3c(c(=O)n(C)c(=O)n3C)n2CCN2CCOCC2)C1 (centres undefined) | -11.4% | -10.7% | 6.3% | -8.0% | 5.5% | 9.7% | -3.5% | 2.0%
C/C(=N\Nc1ccc(C#N)cc1[N+](=O)[O-])c1ccc(O)cc1 | 2.4% | -0.4%[10 µM] | 8.6% | -11.2% | -10.1% | ? | ? | -8.6%
Going on with the list.
SMILES | TRb-SRC2 inh | HTT ATP protect | Tau fibril FP | RECQ1 helicase | L3MBTL1 inh | Tau fluor cs | Tau fibril ThT | TexasRed fluor
Cc1c(C(=O)O)[nH]c2c1C(=O)CC(c1ccc(Cl)cc1)C2 (centres undefined) | -4.0% | -4.0%[10 µM] | 2.0% | -10.0% | 6.5% | 6.0% | -6.7% | 1.2%
O=C(COc1ccc(Cl)cc1Cl)NC(=S)Nc1ccc(CN2CCOCC2)cc1 | 2.2% | 10.7%[10 µM] | -16.4% | -14.6% | -22.1% | ? | -10.3% | -4.8%
COc1ccc(C(=O)N2CCN=C2SC)cc1 | -2.1% | -8.9% | -7.3% | -18.4% | -3.6% | 0.5% | -2.8% | -0.9%
COc1ccc(Br)cc1C1CC(=O)Nc2c1c(C)nn2-c1nc(C)cc(C)n1 (centres undefined) | -1.8% | · | 8.0% | · | · | 2.8% | 0.3% | ?
COc1cccc(CNC(=O)CN(C)S(=O)(=O)c2ccc3c(c2)c(=O)n(C)c(=O)n3C)c1 | 5.8% | · | -6.3% | · | -0.6% | -11.3% | -4.1% | 4.7%
O=C(NCc1ccc2c(c1)OCO2)C1CCCN1C(=O)Nc1ccccc1 (centres undefined) | 3.8% | 0.6% | 3.3% | i | · | 2.8% | -3.2% | 0.2%
COc1ccc(CCC(=O)Nc2nc3ccccc3[nH]2)cc1OC | -2.2% | -1.2% | 4.0% | -1.5% | · | -8.5% | -11.8% | -0.3%
Cc1ccc(Cn2ncc3c(N4CCN(C5CCCC5)CC4)ncnc32)cc1 | 1.6% | 11.8%[10 µM] | -2.5% | 0.2% | -6.5% | -6.2% | -5.4% | -2.6%
COP(=O)(OC)c1nc(-c2cccc3ccccc23)oc1NCc1ccccc1 | 6.9% | 3.3%[10 µM] | 10.9% | -0.6% | 42.6%[activator] | -18.4% | -16.5% | 5.3%
COc1cc(C(=O)Nc2nonc2-c2ccc(Cl)cc2)cc(OC)c1OC | -1.3% | · | -15.8% | · | · | -12.0% | -7.1% | -0.8%
O=C(COc1ccc(Cl)cc1Cl)N/N=C/CCc1ccccc1 | 0.9% | -19.6% | -4.6% | i | 4.0% | -16.1% | -16.7% | -4.7%
COc1ccc(NC(=O)Nc2nnc(N(C)C3CCCCC3)s2)c(OC)c1 | -2.1% | · | 3.5% | · | · | ? | ? | -2.9%
COC(=O)C1=C(C)NC(=O)C1(NC(=O)c1ccc(Cl)cc1)C(F)(F)F (centres undefined) | 0.3% | · | 2.8% | · | · | 10.8% | 12.2% | -1.8%
Cc1ccc(C(=O)N/C(=C/c2cccs2)C(=O)NCCCn2ccnc2)cc1 | -0.4% | -8.0%[10 µM] | 2.3% | -7.2% | -1.1% | -7.3% | -1.7% | -0.5%
O=C1c2cccc3cccc(c23)C(=O)N1OS(=O)(=O)c1ccc(Br)cc1 | 1.5% | 12.1%[10 µM] | ? | 1.1% | 6.0% | -15.3% | -15.5% | ?
O=C(Nn1cnc2ccccc2c1=O)c1ccc([N+](=O)[O-])cc1 | -0.8% | -19.8% | 6.1% | -16.4% | ? | 5.8% | -6.1% | 0.7%
O=C(CCSc1ccc(Cl)cc1)N1CCN(c2ccc(O)cc2)CC1 | 4.8% | 0.8%[10 µM] | -5.2% | -9.9% | -2.1% | ? | ? | 1.1%
CCCCCCCC(=O)OCC(COC(=O)CCCCCCC)OC(=O)CCCCCCC | 3.0% | -1.5% | · | 7.8% | 6.6% | · | · | -1.0%
Cc1[nH]c(=S)c(C#N)c(C)c1CCC#N | 7.7% | -3.0%[10 µM] | 4.3% | -3.9% | · | 7.4% | · | 0.4%
C/C(=N\Nc1nc2ccccc2[nH]1)c1ccc(Cl)s1 | -3.9% | -12.0%[10 µM] | 4.6% | 31.6µM* | -9.3% | ? | ? | -4.8%
CCCCOC(=O)c1ccc(NC(=S)N2CCN(c3ncc4c(=O)c(C(=O)O)cn(CC)c4n3)CC2)cc1 | -4.5% | 14.0%[10 µM] | 3.1% | -3.6% | -0.6% | -11.8% | -17.3% | 0.1%
Cc1ccccc1Cn1nnc2c(=O)[nH]c(C3CCCN(C(=O)c4ccc(F)cc4)C3)nc21 (centres undefined) | 2.0% | · | 1.4% | · | · | -3.0% | -0.5% | -1.1%
CC(C)(C)c1cc(C(=S)N2CCN(CCO)CC2)cc(C(C)(C)C)c1O | 4.2% | -31.6% | -7.6% | -15.3% | -3.0%[11.4 µM] | 6.4% | -8.9% | -7.7%

Single records (already shown). Screens in order: TRb-SRC2 inh | HTT ATP protect | Tau fibril FP | RECQ1 helicase | L3MBTL1 inh | Tau fluor cs | Tau fibril ThT | TexasRed fluor
Entry for CCCCCCCC(=O)OCC(COC(=O)CCCCCCC)OC(=O)CCCCCCC → 3.0% | -1.5% | · | 7.8% | 6.6% | · | · | -1.0%
Entry for COc1ccccc1OCCOc1ccc(/C=N/n2cnnc2)cc1 → -0.1% | -7.2% | 1.8% | -0.6% | · | -3.7% | -15.5% | 0.0%
Entry for Cc1ccc(Cn2ncc3c(N4CCN(C5CCCC5)CC4)ncnc32)cc1 → 1.6% | 11.8%[10 µM] | -2.5% | 0.2% | -6.5% | -6.2% | -5.4% | -2.6%
Entry for O=C(COc1ccc(Cl)cc1Cl)N/N=C/CCc1ccccc1 → 0.9% | -19.6% | -4.6% | i | 4.0% | -16.1% | -16.7% | -4.7%

These rows are one share of the data, so the mix of outcomes need not match the whole.
